# Source: PubChem BioAssay
# ADAM17 inh = inhibitors of human ADAM17; recombinant ADAM17, EDANS/DABCYL FRET peptide cleavage; inhibition, % at 6.95 µM; hit rate 0.83% among 370,000;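 active = inhibition above the mean of compounds lying between control limits plus 3 SD, set per campaign, cut at about 8.5% in these data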;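 also: 0% = DMSO-only wells as the low control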
# ARFGAP1 inh = rat ARFGAP1 inhibition | Q62848 | Arfgap1-stimulated ARF1 GTP hydrolysis, GDP FP detection | inhibition, % at 16.5 µM | hit rate 0.26% among 360,000 | AID 651572;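 active = inhibition above a per-plate limit, mean inhibition of low control wells plus 3 SD, cut at about 25% in these data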;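 also: 0% = DMSO wells with enzyme and 100% = wells lacking Arfgap1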
#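 Repeats: one replicate per compound; assay system: rat Arfgap1 catalytic domain, aa 1-136; times: enzyme reaction 120 min at 25 °C after 20 min preincubation; detection: FP of antibody-bound GDP Alexa 633 tracer, ex 620/em 688 nm; benchmarks: high control wells lacking Arfgap1, low control full reaction with DMSO; reagent: human ARF1(Δ1-17)-GTP substrate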
# TDP2 absorb = blocks human TDP2 phosphodiesterase activity. recombinant TDP2, T5PNP hydrolysis, p-nitrophenol absorbance 415 nm. inhibition, % at 12.8 µM. hit rate 0.34% among 370,000;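 active = inhibition above the mean of all tested compounds plus 3 SD, set per campaign, cut at about 25% in these data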;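 also: 0% = DMSO with enzyme and 100% = buffer with substrate but no TDP2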
#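 Test system: human TDP2 enzyme; Input: 120 nM TDP2 per well; Buffer or medium: Mg2+-containing Tris-HCl buffer, pH 7.5; Reagent: 5 mM T5PNP; Dosing: 12.8 µM single point, 1% DMSO; Incubation: reaction 2 h, 37 °C; Detection: p-Nitrophenol epi absorbance; Read-out: % inhibition relative to enzyme-containing and enzyme-free wells; Replicates: single well per compound.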
# ASAP1 GAP inh = inhibitors of human ASAP1 ArfGAP activity. Q9ULH1. ASAP1-stimulated ARF1 GTP hydrolysis, GDP FP detection. inhibition, % at 16.5 µM. hit rate 0.19% among 360,000. AID 624377; in the data active = inhibition above about 25%;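 also: 0% = vehicle with enzyme and substrate and 100% = no enzyme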
# DDE Tn6 FP inh = inhibitors of Tn6 peptide binding to human fibrin DD(E); AID 720509; inhibition, % at 8.3 µM; Fibrin DD(E) TRITC-Tn6 fluorescence polarization displacement; hit rate 0.21% among 370,000;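 active = inhibition above a per-campaign cutoff: mean of compounds within control limits plus 3 SD, cut at about 15% in these data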;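 also: 0% = median of all compound wells on the plate and 100% = blocking peptide control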
# SIAE primary = human SIAE inhibition, primary screen; hit rate 0.69% among 370,000; inhibition, % at 9.66 µM; SIAE FP-Rh probe binding, fluorescence polarization; AID 1053197;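 active = inhibition above a cutoff: mean of compounds within the control limits plus 3 SD of those, cut at about 17% in these data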;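 also: 0% = plate median of compound wells and 100% = probe without SIAE protein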
# Target sequence (Q9HAT2 whole entry, looked up): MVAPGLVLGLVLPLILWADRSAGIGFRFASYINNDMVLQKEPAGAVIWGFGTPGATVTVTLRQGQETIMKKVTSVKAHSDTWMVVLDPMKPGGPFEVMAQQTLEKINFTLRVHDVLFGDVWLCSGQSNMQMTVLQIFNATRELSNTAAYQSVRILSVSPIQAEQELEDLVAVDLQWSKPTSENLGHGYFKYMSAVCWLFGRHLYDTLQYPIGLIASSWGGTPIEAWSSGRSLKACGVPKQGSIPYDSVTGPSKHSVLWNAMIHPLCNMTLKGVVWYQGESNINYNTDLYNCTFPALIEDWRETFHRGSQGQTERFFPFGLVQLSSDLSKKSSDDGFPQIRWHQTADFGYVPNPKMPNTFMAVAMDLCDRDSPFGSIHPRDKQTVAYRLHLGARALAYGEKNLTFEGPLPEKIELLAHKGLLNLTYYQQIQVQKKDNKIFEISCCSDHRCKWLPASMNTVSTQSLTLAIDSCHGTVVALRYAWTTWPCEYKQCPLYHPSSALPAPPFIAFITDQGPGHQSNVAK
# PLC-beta3 inh = blocks human PLC-beta3 enzyme activity | Q01970 | Purified PLC-beta3, fluorogenic substrate, fluorescence | inhibition, % at 12.2 µM | hit rate 0.18% among 370,000 | AID 720704; in the data active = inhibition above about 11%;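 also: 0% = median of compound wells on plate and 100% = full blocker control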
# ADAM10 inh = inhibits human ADAM10 | hit rate 0.62% among 370,000 | recombinant ADAM10, EDANS/DABCYL FRET peptide cleavage, 3 h | AID 720582 | inhibition, % at 7 µM;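 active = inhibition above a per-campaign cutoff equal to the mean of compounds falling between control-based bounds plus 3 SD, cut at about 20% in these data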;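 also: 0% = DMSO wells while the 100% control is not disclosed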
# Target sequence (O14672 214-748 limits assumed): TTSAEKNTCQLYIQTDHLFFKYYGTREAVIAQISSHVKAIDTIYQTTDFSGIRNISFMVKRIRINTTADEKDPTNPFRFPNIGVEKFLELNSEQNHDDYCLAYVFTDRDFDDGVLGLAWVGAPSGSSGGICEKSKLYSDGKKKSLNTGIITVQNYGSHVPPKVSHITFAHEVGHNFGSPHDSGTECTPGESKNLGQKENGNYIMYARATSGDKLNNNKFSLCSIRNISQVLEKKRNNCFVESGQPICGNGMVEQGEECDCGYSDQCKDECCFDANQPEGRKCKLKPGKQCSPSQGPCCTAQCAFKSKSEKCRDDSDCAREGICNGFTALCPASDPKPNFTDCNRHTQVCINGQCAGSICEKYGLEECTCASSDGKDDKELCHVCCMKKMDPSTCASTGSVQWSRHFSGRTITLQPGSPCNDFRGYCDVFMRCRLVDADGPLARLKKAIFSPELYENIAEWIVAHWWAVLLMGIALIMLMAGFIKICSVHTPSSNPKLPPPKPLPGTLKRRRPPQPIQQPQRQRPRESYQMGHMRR
# PLC-gamma1 inh = blocks human PLC-gamma1 enzyme activity. P19174. purified PLC-gamma1, fluorogenic substrate, fluorescence. inhibition, % at 12.2 µM. hit rate 0.84% among 370,000; in the data active = inhibition above about 9.5%
# Tn7 DDE FP = disrupts Tn7 cyclic peptide binding to fibrin D-Dimer-E complex. FP displacement of FITC-Tn7 peptide from fibrin DD(E); 0% = median of compound wells per plate. hit rate 0.13% among 370,000. inhibition, % at 8.3 µM. P02675;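 active = inhibition above the mean of compounds falling within the control limits plus 3 SD of them, cut at about 14% in these data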;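 also: 0% = plate median of compound wells and 100% = 10 µM Aha-Tn7 peptide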
#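 Assay system: human fibrin DD(E) protein / Input: 2 µM fibrin DD(E) / Benchmarks: high control of 10 µM Aha-Tn7 peptide / Measured by: fluorescence polarization of the labelled Tn7 tracer / Medium: Tris buffer with calcium and detergent, pH 7.8 / Timing: 10 min compound pre-incubation, 3 h probe incubation at room temperature / Repeats: one replicate per compound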
# The depositor's hits bear a star; i = inactive; · = not tested or not shown.
cpd	Compound	ARFGAP1 inh	PLC-beta3 inh	Tn7 DDE FP	ADAM10 inh	TDP2 absorb	SIAE primary	DDE Tn6 FP inh	ADAM17 inh	PLC-gamma1 inh	ASAP1 GAP inh
1	Cc1onc(C(=O)NCc2ccc(F)cc2)c1[N+](=O)[O-]	8	-2	7	-10	6	-1	0	-2	1	-3
2	CCOC(=O)Cc1c(C)nc2c(-c3ccccc3OC)c(C)nn2c1C	-13	-11	4	0	3	-7	6	-1	-8	6
3	CN(C)CCNc1nc(S(=O)(=O)c2ccccc2)c(Cl)s1	5	-3	-2	1	-8	-10	-5	4	8	8
4	N=c1oc2ccccc2cc1C(=O)Nc1ccc(F)cc1	-4	-5	-1	0	8	1	3	-1	1	-6
5	Cc1ccc(C)c(N(CC(=O)NC2CCCC2)C(=O)CNC(=O)c2cccs2)c1	7	-2	-6	11	-25	1	2	1	7	12
6	C=C(C)Cn1c2ccc(NC(=O)CCc3cccnc3)cc2c(=O)n1C	7	-364	-3	i	0	-4	-5	-437	-307	-4
7	O=C(NC(Cc1ccccc1)C(=O)O)/C(=C\c1ccco1)NC(=O)c1ccccc1 (stereo not drawn)	1	-15	-1	-7	-2	6	-1	-3	-12	11
8	CSc1sc(C(=O)O)c2c1C(=O)CC(C)(C)C2	7	0	1	5	2	-6	1	-2	2	-12
9	O=C(O)c1cccc(NC(=O)c2cn(-c3ccccc3)nc2-c2cccc(Br)c2)c1	-1	-8	7	7	2	-43	6	3	0	3
10	CN(C)c1ccc(/C=N/NC(=O)CCc2nc3ccccc3[nH]2)cc1	-3	-41	1	-149	-7	-4	0	-60	-30	-17
11	c1cnc2c(OCc3cn4cccnc4n3)cccc2c1	-4	-16	-2	-27	-4	-1	-3	-10	-19	-2
12	CCOC(=O)c1sc(NC(=O)Nc2ccccc2Cl)cc1C	11	-4	-1	10	-1	5	-23	2	1	21
13	COc1ccc(-c2cc(=O)oc3cc(OCC(=O)N(C)C4CCS(=O)(=O)C4)ccc23)cc1 (stereo not drawn)	-2	-107	2	-44	12	2	8	-16	-67	-5
14	O=[N+]([O-])c1cccc(/C([O-])=C(/C(=S)Nc2cccc3ccccc23)[n+]2ccccc2)c1	6	-12	-2	-18	0	4	-1	-5	-11	-12
15	C[C@@H]1CN([C@H](C)CO)S(=O)(=O)c2ccc(Br)cc2O[C@@H]1CN(C)Cc1ccc(C(=O)O)cc1	5	-1	-3	-3	4	5	-5	-3	-1	-2
16	CC(C)(C)C(=O)Nc1ccc(C(=O)COC(=O)C2CC2)cc1	2	-7	3	-4	2	2	7	-4	4	-11
17	O=C(Nc1nc(-c2ccccn2)cs1)c1cc(Cl)ccc1[N+](=O)[O-]	1	-18	2	-7	-4	-5	7	-4	-9	-11
18	COc1nc(NCC(C)C)nc(Oc2ccc(OCc3ccccc3)nn2)n1	6	4	-11	3	-6	-8	-5	-1	4	7
19	COc1cc(C(=O)Nc2cccc(-c3cn4cccnc4n3)c2)cc(OC)c1OC	17	i	-1	i	1	-9	2	i	i	-6
20	COC(=O)Cc1ccc(NC(=S)Nc2cccc(C)n2)cc1	4	1	-5	1	12	-5	5	-2	-1	1
21	COc1ccc(Cl)cc1NC(=O)Cn1cccc1	8	0	-3	-6	-5	0	3	-1	4	4
22	O=C(O)CCc1ccc(-c2cccs2)n1CCC(=O)O	8	-68	-12	-32	8	-4	-5	-10	-56	4
23	Cc1cc(C(=O)N/N=C/c2cc(Br)ccc2OC(=O)c2ccccc2Cl)n[nH]1	7	-51	0	-27	-16	-33	0	-10	-36	8
24	C[C@H](CO)N1C[C@H](C)[C@@H](CN(C)S(=O)(=O)c2cn(C)cn2)Oc2c(NC(=O)Nc3ccc4c(c3)OCO4)cccc2C1=O	-1	-6	-1	6	-5	1	7	-1	-4	-3
25	CN(C)c1ccc(C(CNC(=O)c2ccccc2F)c2c[nH]c3ccccc23)cc1 (stereo not drawn)	5	-3	-10	11	-5	0	1	6	5	6
26	CCSc1ncccc1-c1nc2ccccc2[nH]1	1	-14	-4	-38	-5	0	-6	-9	-12	-11
27	CC(C)c1ccccc1NC(=S)N1CCN(Cc2ccc3c(c2)OCO3)CC1	10	-6	9	-6	-10	-6	-1	-7	1	0
28	Cc1ccc(N2CC(C(=O)OCC(=O)Nc3cc(C)on3)CC2=O)c(C)c1 (stereo not drawn)	-8	-2	-4	-3	10	0	-1	-1	-1	7
29	CCOc1ccc(CCNC(=O)CSc2ncn[nH]2)cc1OCC	9	-6	2	3	14	16	-12	0	3	3
30	CSc1ncccc1C(=O)NC(C)CCc1ccccc1 (stereo not drawn)	-1	-4	3	-7	8	4	8	1	0	3
31	CC(OC(=O)c1nsc(Cl)c1Cl)C(=O)NCc1cccs1 (stereo not drawn)	0	-2	3	-9	1	1	-1	-2	3	-10
32	O=C(CNC(=O)C12CC3CC(CC(C3)C1)C2)Nc1ncccc1O	5	-4	-1	-10	6	3	1	-4	0	22
33	COc1cc(C(=S)N2CCOCC2)cc(OC)c1OC(=O)c1ccccc1Cl	4	-2	3	2	7	7	10	1	2	-9
34	CCN(Cc1ccccc1)S(=O)(=O)CCNC(=O)c1ccccc1	5	-4	-1	2	8	2	-8	-2	7	1
35	COc1ccc(-c2csc(NC(=O)CS(=O)(=O)c3ccccc3)n2)cc1	-12	1	2	-4	8	-2	2	-3	4	6
36	CCN(CC)S(=O)(=O)c1ccc(N2CCOCC2)c(NC(=O)CC(C)(C)C)c1	-4	-4	-2	2	-5	0	4	-1	-2	0
37	C#CCSc1nnc(C)c(C)n1	-8	0	-1	2	5	-1	-2	0	2	-8
38	CC1CN(S(=O)(=O)c2ccc(C(=O)Nc3sccc3C(N)=O)cc2)CC(C)O1 (stereo not drawn)	1	-17	-3	8	5	-10	0	3	-18	11
39	O=C(NCCc1c[nH]c2ccccc12)c1cncc(Br)c1	12	-6	4	5	-4	6	0	-1	3	-6
40	CC1CCN(C(=O)Cn2cc(S(=O)(=O)CC(=O)N3CCOCC3)c3ccccc32)CC1	-7	-6	4	1	-15	-2	0	2	-3	-8
41	COc1ccc(NC(=O)CCS(=O)(=O)c2cc3c(cc2Cl)NC(=O)CO3)cc1OC	-1	-4	-3	2	-7	-6	2	-1	0	-19
42	CCOC(=O)N1CCN(c2nc(N(c3ccccc3)c3ccccc3)nc(-n3ccnc3)n2)CC1	-4	-5	0	4	-8	-5	-8	-2	4	-11
43	COC(=O)C(NC(=O)c1ccco1)(Nc1nc(C2CC2)cs1)C(F)(F)F (stereo not drawn)	-9	1	-5	4	13	4	-2	-3	0	3
44	C[C@@H]1CCN(C2CC2)S(=O)(=O)c2ccc(N3CC[C@H](O)C3)cc2O1	·	-1	-5	0	-7	2	6	1	2	·
45	COc1cc2ccccc2cc1C(=O)N(CCN(C)C)c1nc2ccc(Br)cc2s1	-1	-14	0	-7	7	-4	1	-6	-3	-16
46	CCOc1ccc(S(=O)(=O)N2CCC(C(=O)NCc3ccccn3)CC2)cc1C	6	-6	-3	4	11	-5	-3	-1	1	-4
47	COc1ccccc1CN1CCN(S(=O)(=O)c2ccc(C)cc2)CC1	-6	-6	8	5	5	-1	-1	-1	-2	-11
48	Cc1ccc(C(=O)NCC(=O)Nc2ccc(C)c(S(=O)(=O)Nc3ccc(Cl)cc3)c2)s1	10	3	4	-2	4	-16	1	0	0	3
49	Nc1nncn1C(=O)c1cc(Br)ccc1Cl	13	0	-1	-6	-10	-3	-5	-2	2	3
50	Nc1nonc1C(=O)NCCNC(=O)c1ccc(Cl)cc1	8	-3	2	-3	0	-5	2	-3	-1	3

# Continued:
cpd	Compound	ARFGAP1 inh	PLC-beta3 inh	Tn7 DDE FP	ADAM10 inh	TDP2 absorb	SIAE primary	DDE Tn6 FP inh	ADAM17 inh	PLC-gamma1 inh	ASAP1 GAP inh
51	Cc1cc(=O)oc2cc(OC(C)C(=O)O)c(Cl)cc12 (stereo not drawn)	-9	-36	7	-271	-4	1	4	-90	-27	1
52	COc1ccc(OC)c2[nH]c(=O)c(CCNS(=O)(=O)c3ccc(Cl)cc3)cc12	-3	-145	3	-19	-8	0	3	-9	-130	-6
53	OCCSc1nnc(Nc2ccccc2)s1	6	3	2	-9	-6	2	5	-2	0	12
54	CCOc1ccc(N2CC(C(=O)N3CCc4ccccc4C3)CC2=O)cc1 (stereo not drawn)	1	0	1	15	-5	-1	1	-1	1	-3
55	C=CC(C)Sc1nc2c(c(=O)n(C)c(=O)n2C)n1Cc1ccccc1Cl (stereo not drawn)	-6	0	-2	-4	0	0	1	0	0	-6
56	Cc1ccc(S(=O)(=O)N2CC(=O)Nc3ccccc32)c(C)c1NS(C)(=O)=O	-7	-16	0	-9	-8	1	0	-4	-1	-6
57	O=C(NCCN1C(=O)S/C(=C\c2ccccc2F)C1=O)C1CCN(S(=O)(=O)c2cccs2)CC1	6	-1	3	-4	4	-14	5	-1	1	-12
58	CNC(=O)CSc1nnc(-c2cccnc2)n1-c1ccc(C)cc1	5	3	-2	-3	-2	-3	2	-1	-2	9
59	CS(=O)(=O)NC1CCN(Cc2ccccc2)CC1	-7	-1	0	5	-4	2	-1	-4	0	6
60	COCCNC(C)C(=O)Nc1ccc(Br)cc1 (stereo not drawn)	4	-1	-3	-5	0	3	3	-1	0	3
61	Cc1cccc(C2c3[nH]c4ccccc4c3CCN2Cc2cccn2-c2ncccn2)c1 (stereo not drawn)	-4	-42	7	-13	11	8	-5	-10	-24	-1
62	Cc1cc(C)c2[nH]c(=O)c(CN(CC3CCCO3)S(=O)(=O)c3ccc4c(c3)OCCO4)cc2c1 (stereo not drawn)	-4	-17	-5	-5	-4	0	-1	-2	-10	-1
63	COc1ccc(NC(=O)C2CCCN2C(=O)OCc2ccccc2)cc1 (stereo not drawn)	6	-1	6	5	7	-5	4	-1	-1	-3

# Filtered by structure: the entries above with a nitro group on carbon
cpd	Compound	ARFGAP1 inh	PLC-beta3 inh	Tn7 DDE FP	ADAM10 inh	TDP2 absorb	SIAE primary	DDE Tn6 FP inh	ADAM17 inh	PLC-gamma1 inh	ASAP1 GAP inh
1	Cc1onc(C(=O)NCc2ccc(F)cc2)c1[N+](=O)[O-]	8	-2	7	-10	6	-1	0	-2	1	-3
14	O=[N+]([O-])c1cccc(/C([O-])=C(/C(=S)Nc2cccc3ccccc23)[n+]2ccccc2)c1	6	-12	-2	-18	0	4	-1	-5	-11	-12
17	O=C(Nc1nc(-c2ccccn2)cs1)c1cc(Cl)ccc1[N+](=O)[O-]	1	-18	2	-7	-4	-5	7	-4	-9	-11
